Screens deposited in PubChem by National Center for Advancing Translational Sciences (NCATS).
Mito fusion act: inhibitors of mitochondrial division or activators of mitochondrial fusion | actives 0.23% (n = 320,000) | S. cerevisiae fusion-defective mutant growth rescue, CellTiterGlo 48 h | Potency, µM (series often up to 46.1 µM), for inactives: at the top dose growth rescue (activation), most hits filed as activators;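 also: potency is read from the fitted curve at half-maximal effect; % of control where 0% means no effect; nearly all actives have a fitted effect of over 45% in size; temperature-sensitive fusion mutants such as fzo1-1 at 37 °C on non-fermentable ethanol glycerol medium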
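Compounds are tested for their ability to restore growth of mitochondrial fusion-defective yeast strains at non-permissive 37C in YPEG medium over 48 hours. Viability is quantified by luciferase luminescence.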
Chronic BCR inh: chronic active BCR signaling inhibition; actives 0.05% (n = 340,000); AID 493014; Potency, µM (top dose mostly 46.1 µM), without a hit: at the highest dose ratio change, negative = lower green/red ratio, usual class: inhibitors; ABC-DLBCL IkBa-CBG/CBR reporter, luminescence ratio, 4 h; active = well fitted inhibition curve with a large enough effect in the signal ratio, with a control signal flat, not every such curve was filed as active; inconclusive = small, poorly fitted or top-dose-only effect, or effect the other way, or a change in a side signal; the % refers to the signal ratio;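 also: potency is read from the fitted curve at half-maximal effect; plate controls were basal doxycycline-induced cells for no effect and cells given 10 µM MG132 for full effect; MG132 reads +100%, hits lower the ratio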
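Doxycycline induced both beetle luciferases in TMD8 lymphoma cells; IKK-driven degradation limits the IkappaBalpha-fused green signal, while red luminescence normalises for cell number and nonspecific effects. Compounds tested up to 46 uM, 4 hrs.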
Tb PFK inh: inhibitors of T. brucei phosphofructokinase; Potency, µM (doses to about 57.5 µM), without a hit: at the highest dose activity, negative = inhibition, usual class: inhibitors; actives 0.17% (n = 330,000); T. brucei PFK, ADP-Glo luminescence; AID 485367;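 also: potency is read from the fitted curve at half-maximal effect; 0% = uninhibited 1x PFK enzyme wells and -100% = no-enzyme wells; nearly all actives have a fitted effect of over 60% in size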
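In TEA buffer at pH 8.0 with 5 mM MgCl2, enzyme (1.25 nM) converted F6P (0.5 mM) and ATP (0.1 mM) for 45 min at room temperature. ADP product was read by luciferase luminescence.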
uPA generation: inhibitors of cell surface uPA generation; cell surface uPA generation assay, qHTS; Potency, µM (top dose mostly 38.3 µM), without a hit: at the highest dose activity change, negative = inhibition, actives largely listed as inhibitors; actives 0.31% (n = 330,000); active = well fitted inhibition curve with a large enough effect; inconclusive = small, poorly fitted or top-dose-only effect; inactive = no such curve, though single readings can be large or run the other way; tested in mouse RAW 264.7 cells; also: potency is read from the fitted curve at half-maximal effect; % is scaled to controls: 0 for no effect and ±100 for the full control effect; nearly all actives have a fitted effect of over 55% in size
Eya2 phos inh: inhibitors of human Eya2 phosphatase activity | O00167 | recombinant Eya2, OMFP fluorescence dephosphorylation (OMFP is methylfluorescein phosphate) | Potency, µM (titrated, usually from 76.9 µM), for inactives: top-dose activity, negative = inhibition, hits mostly inhibitors | actives 0.006% (n = 330,000); also: potency is read from the fitted curve at half-maximal effect; % is scaled to controls: 0 for no effect and ±100 for the full control effect
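Eya2 (0.2 uM) preincubated 10 min at ambient with compound, then OMFP substrate added at 50 uM; 10 min reaction in 50 mM HEPES pH 7.5, 50 mM NaCl, 5 uM MgCl2, 0.05% BSA, 1 mM DTT. Fluorescence read at Ex 485/Em 525 nm.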
ELG1 DNA repair: inhibitors of ELG1-dependent DNA repair in HEK293T cells. HEK293T ELG1-luciferase reporter, luminescence, 16 h; DNA damage induced by 5-fluorouridine. Potency, µM (titrated, usually from 46.1 µM), for the others: at the highest dose activity change, negative = inhibition, actives largely listed as inhibitors. actives 2.3% (n = 330,000). AID 504467; also: potency is read from the fitted curve at half-maximal effect; % is scaled to controls: 0 for no effect and ±100 for the full control effect; nearly all actives have a fitted effect of over 55% in size
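Overnight (16 hr) co-exposure of 2,000 cells/well to 5-fluorouridine and compound at 37 °C preceded detection. Luciferase was quantified via ONE-Glo luminescence; loss of signal denotes inhibition.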
TCR activator: activators of T cell receptors; primary human leukocytes, anti-CD3, IL-2 HTRF, 48 h; Potency, µM (highest dose often 9.22 µM), for inactives: at the top dose activation of IL-2 secretion, actives largely listed as activators; 330,000 tested, under 10 active; AID 504894; also: % of control where 0% means no effect
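TCR engagement came from a-CD3 beads alone, with compounds added to primary human leukocytes for 48 hr. Secreted IL-2 bridged europium cryptate- and d2-labelled anti-IL-2 antibodies, giving FRET emission at 665nm after 320nm excitation.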
B2AR arrestin: recruits beta-arrestin to the human beta2-adrenergic receptor. AID 492947. P07550. beta-arrestin recruitment to beta2AR, cell-based reporter. actives 0.02% (n = 330,000). Potency, µM (top dose mostly 46.1 µM), inactives show top-dose activation, actives largely listed as activators;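 also: potency is read from the fitted curve at half-maximal effect; 0% = DMSO controls and full agonism = EC100 isoproterenol or metaproterenol; nearly all actives have a fitted effect of over 65% in size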
Target sequence (P07550 whole entry, looked up): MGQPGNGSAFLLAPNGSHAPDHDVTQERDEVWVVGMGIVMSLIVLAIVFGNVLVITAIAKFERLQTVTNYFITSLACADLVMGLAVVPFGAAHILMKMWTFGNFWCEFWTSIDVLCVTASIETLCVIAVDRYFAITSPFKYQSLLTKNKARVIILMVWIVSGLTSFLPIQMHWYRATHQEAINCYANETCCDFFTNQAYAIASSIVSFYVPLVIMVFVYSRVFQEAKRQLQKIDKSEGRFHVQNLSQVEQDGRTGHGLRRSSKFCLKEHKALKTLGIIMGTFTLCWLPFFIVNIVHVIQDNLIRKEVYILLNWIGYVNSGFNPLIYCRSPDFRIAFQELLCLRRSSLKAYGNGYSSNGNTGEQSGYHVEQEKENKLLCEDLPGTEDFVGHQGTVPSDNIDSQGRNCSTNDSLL
TSHR antag: antagonists of human thyroid stimulating hormone receptor. activity change, negative = inhibition, % at 11.5 µM. P16473. actives 0.2% (n = 330,000). TSHR-expressing cells, TSH-stimulated cAMP HTRF, 2 h; hits give low values;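 active = activity change below a set negative limit, meaning inhibition stronger than a set level, cut at about -70% in these data; inconclusive = activity change between two set negative limits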; also: % is scaled to controls: 0 for no effect and ±100 for the full control effect
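Freshly harvested TSHR cells receive pin-tooled compound, then EC80 TSH at 4nM final. After 2 hours at 37 deg C, antibody in lysis buffer and cAMP-d2 are added; 30 minutes at ambient temperature precede the HTRF read.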
USP2a block: USP2a (human) protease inhibition; USP2 core, Ub-CHOP2 coupled fluorogenic reporter, 485/531; Potency, µM (top dose mostly 38.3 µM), for the others: at the highest dose activity change, negative = inhibition, most hits filed as inhibitors; actives 0.01% (n = 330,000); AID 463254;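 also: potency is read from the fitted curve at half-maximal effect; plate controls were DMSO wells for no effect and full inhibition by NEM control for full effect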
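Cell-free coupled assay: 10nM USP2 core preincubated 30min RT with compound in Tris-HCl pH 8.0/CaCl2/CHAPS buffer, then 25nM Ub-CHOP2 and 25nM reporter substrate; fluorescence (Ex 485/Em 531) read after 60min RT, normalized to NEM inhibition, concentration-response curves fitted.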
PTAP TSG101 blk: blocks PTAP/TSG101 interaction to inhibit HIV-1 budding; 340,000 tested, under 10 active; Fluorescence polarization, FITC-PTAP peptide / Tsg101 binding; Potency, µM (titrated, usually from 115 µM), for the others: at the highest dose activity change, negative = inhibition, usual class: inhibitors; Q99816; active = well fitted inhibition curve with a large enough effect in the main read-out, with a control signal flat, not every such curve was filed as active; inconclusive = small, poorly fitted or top-dose-only effect, or effect the other way, or a change in a side signal; inactive = no such curve, though single readings can be large or run the other way; also: potency is read from the fitted curve at half-maximal effect; % of control where 0% means no effect
Target sequence (Q99816 whole entry, looked up): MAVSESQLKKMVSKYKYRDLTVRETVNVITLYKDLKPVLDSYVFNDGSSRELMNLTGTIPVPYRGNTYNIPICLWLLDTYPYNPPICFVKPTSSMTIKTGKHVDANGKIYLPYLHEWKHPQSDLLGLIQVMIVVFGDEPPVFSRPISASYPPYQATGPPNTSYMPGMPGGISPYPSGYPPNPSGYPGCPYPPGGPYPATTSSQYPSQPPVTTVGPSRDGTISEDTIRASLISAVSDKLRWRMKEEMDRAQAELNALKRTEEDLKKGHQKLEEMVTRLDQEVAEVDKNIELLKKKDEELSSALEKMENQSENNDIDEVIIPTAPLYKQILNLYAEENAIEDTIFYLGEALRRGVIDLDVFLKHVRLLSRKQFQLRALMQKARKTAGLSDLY
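Tsg101 binding domain (10 uM final) was mixed with compound and a FITC-labeled PTAP peptide (50 nM final) in HEPES pH 7.5 buffer with NaCl, Tween 20, EDTA and TCEP; fluorescence polarization was read after 20 min at r.t.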
Active calls of the source: *; ? = inconclusive; . = not tested or not shown; [ ] = remark or other dose. Unless noted, calls follow the shape of the dose curve; as a rule, active = well fitted curve in the direction sought with a large enough effect; inconclusive = small, poorly fitted or top-dose-only effect, or another doubt; inactive = no such curve, though single readings can be large; an effect the other way counts as inactive or inconclusive.

smiles	Mito fusion act	Chronic BCR inh	Tb PFK inh	uPA generation	Eya2 phos inh	ELG1 DNA repair	TCR activator	B2AR arrestin	TSHR antag	USP2a block	PTAP TSG101 blk
CCc1c(C)sc(NC(=O)c2cc(-c3cc(OC)ccc3OC)on2)c1C#N	0%	1%	1%	.	6%	-3%	-4%	-0.3%	4	4%	0%
Cc1c(C)c2ccc(OCC(=O)NCCN3CCOCC3)cc2oc1=O	-5%	-7%	5%	4%	-1%	26%	-1%	-1.5%	-7	3%	-1%
CC(C)(C)c1n[nH]c2c1CCCC2	14%	-2%	-3%	-10%	-6%	4%	6%[46.1 µM]	-0.3%	15	-7%	3%
CC(CCc1ccccc1)NCc1ccc(Cl)cc1Cl (configuration not stated)	-12%	2%	-2%	-18%	13%	-19%	-3%	-0.8%	10	0%	-6%
O=C(CN1CCN(S(=O)(=O)c2ccc3ccccc3c2)CC1)Nc1ccc2c(c1)CCC2	7%	-3%	-3%	-10%	1%	?	2%[46.1 µM]	-0.6%	3	-6%	-2%
CN1CCN(c2ccccc2NC(=O)c2ccc([N+](=O)[O-])o2)CC1	-12%	-4%	1%	4.5µM*	-4%	9.2µM*	7%	0.1%	-5	0%	-4%
CCOc1ccc(CCNC(=O)COC(=O)c2nc3nc(C)cc(C)n3n2)cc1OCC	-5%	-1%	-1%	-5%	0%	18%	3%[46.1 µM]	-0.7%	3	-1%	-1%
CCC1CCCCN1C(=S)Nc1ccc(C(C)=O)cc1 (configuration not stated)	-5%	4%	-3%	1%	4%	?	-10%[46.1 µM]	-0.4%	-2	1%	-1%
CCOC(=O)C1CCN(Cc2ccc(OC)c(C)c2OC)CC1	2%	-1%	1%	0%	3%	-12%	-3%	0.0%	16	2%	-9%
COc1cc(/C=C/C(=O)OCC(=O)NC2CCCCCCC2)ccc1O	.	?	0%	-9%	3%	2%	5%	-0.3%	-28	0%	-8%
Clc1ccc(CNc2ccc(CNc3ncn[nH]3)cc2)cc1	1%	2%	?	6%	-1%	10%	9%[46.1 µM]	-0.2%	0	4%	-4%
CCOc1ccc2[nH]c3ncccc3c(=O)c2c1	9%	?	3%	-3%	4%	26%	2%	-0.3%	-4	3%	-8%
NC(N)=N/N=C/c1ccc(OCc2ccccc2)cc1	4%	?	-1%	-26%	-8%	?	-6%	-0.8%	10	-2%	-2%
COc1cccc(NC(=O)c2cn(C)c(=O)c3cc(OC)c(OC)cc23)c1	-2%	-2%	0%	3%	-15%	-26%	0%	-0.3%	-1	2%	-8%
COc1ccc(C(=O)C(O)C(c2ccc(C)cc2)N2CCOCC2)cc1OC (configuration not stated)	-2%	2%	1%	-7%	6%	1%	0%	-0.5%	2	1%	-6%
COc1cccc(C(=O)n2ccc(-c3cccs3)n2)c1	4%	-16%	1%	12%	5%	?	-45%	-0.1%	0	3%	1%
COC(=O)c1ccc(CSc2nc3ccccc3c(=O)n2-c2cccc(OC)c2)o1	12%	?	2%	0%	13%	?	-3%	-0.7%	5	-2%	-4%
Cc1ccc(N2CCN(S(=O)(=O)N(C)C)CC2)cc1C	8%	8%	2%	2%	9%	2%	-1%	-0.3%	12	0%	0%
CN(C)c1ccc(NC(=O)c2ccncc2)c2ccccc12	7%	-6%	2%	11%	1%	-6%	6%	-0.6%	-4	-2%	2%
Cc1nnc(-n2cnc3ccccc32)c2ccccc12	0%	-17%	12%	-4%	13%	10%	7%	-0.2%	2	0%	-1%
O=C(CSc1nc(O)c(C2CCCCC2)c(=O)[nH]1)Nc1ccccc1Cl	4%	0%	3%	1%	0%	1%	-3%	-0.1%	-5	0%	-3%
CC(C)(C)C(=O)Nc1cc(NC(=O)C(C)(C)C)cc(C(=O)NNC(=O)c2ccncc2)c1	-3%	-1%	-2%	-10%	3%	0%	-6%	-0.7%	-17	1%	-9%
COc1ccc(CCN(C)C(=O)c2cc(S(=O)(=O)N3CCCCC3)ccc2Cl)cc1OC	-2%	5%	-7%	-8%	7%	-9%	5%	-0.1%	-10	0%	1%
CC(=O)N1CCSc2ccc(S(=O)(=O)Nc3cccc(C)c3)cc21	1%	-4%	-1%	-14%	7%	?	-3%	-0.5%	-16	-1%	0%
Cc1cc(C)c2c(=O)[nH]c(SCc3ccccc3)nc2n1	13%	?	-2%	1%	16%	-1%	6%	0.4%	6	-2%	-4%
NC(=O)c1cnn2c(-c3ccc(Cl)cc3Cl)ccnc12	-3%	-2%	-1%	-7%	-6%	27%	-3%	0.2%	-2	1%	-7%
COC(=O)CCC(=O)c1oc2ccccc2c1N	6%	?	3%	0%	4%	?	1%	-0.9%	-1	2%	-6%
O=C(O)CSc1ccc(Oc2ccc(SCC(=O)O)cc2)cc1	0%	-8%	-1%	-2%	-12%	-11%	-8%	0.1%	-2	1%	-5%
COc1ccc(OC)c(NC(=O)CCC(=O)N(Cc2ccc(OC)c(OC)c2)c2nccs2)c1	1%	-18%	3%	-7%	2%	-7%	6%	-0.5%	-8	1%	-5%
C=CCn1c(SCC(=O)Nc2ccc(N3CCOCC3)cc2)nc2ccccc2c1=O	-1%	-4%	1%	3%	0%	-5%	15%	-0.2%	-7	1%	-2%

Next compounds follow:
smiles	Mito fusion act	Chronic BCR inh	Tb PFK inh	uPA generation	Eya2 phos inh	ELG1 DNA repair	TCR activator	B2AR arrestin	TSHR antag	USP2a block	PTAP TSG101 blk
Cn1nnnc1SCC(=O)Nc1nc(-c2ccc(F)c(F)c2)cs1	1%	12%	-22%	8%	-7%	3%	0%	0.4%	-10	3%	1%
N#CC1=C(N)SC(N)=C(C#N)C1C1CC=CCC1 (configuration not stated)	3%	1%	-2%	-15%	-2%	2%	-9%	0.0%	-1	0%	-4%
CC1CCCCN1CCNc1nc(=S)[nH]c2ccccc12 (configuration not stated)	-2%	-11%	-5%	.	0%	-4%	-1%	0.1%	10	2%	-5%
Cn1c2ccccc2c(=O)c2ccc(NCCc3cccs3)cc21	.	0%	-12%	?	0%	?	5%	-0.1%	30	-4%	-2%
CCCNc1c(NS(=O)(=O)c2ccc(C(C)(C)C)cc2)c(=O)oc2ccccc12	2%	3%	-5%	4%	5%	-2%	1%	-0.1%	-7	-1%	-4%
O=c1[nH]c2sc3c(c2c2nncn12)CCCC3	0%	-2%	-6%	.	-1%	?	0%[46.1 µM]	0.4%	15	2%	-3%
CC(C)N=c1c([N+](=O)[O-])nn(C)n1O	-1%	0%	3%	1%	0%	8%	-1%	-0.3%	7	0%	-3%
CCOc1c(Br)cc(CNC2CCCCCCC2)cc1OC	-17%	6%	2%	?	-2%	-19%	5%	-0.3%	-6	0%	-3%
CC(C)(C)NC(=O)C1CCN(c2ccc(S(=O)(=O)N3CCOCC3)cc2Cl)CC1	1%	3%	-10%	1%	2%	-5%	.	-0.7%	-9	-1%	0%
Cc1ccc(S(=O)(=O)NCc2ccc(C(=O)NC3CCC(C)CC3)cc2)cc1 (configuration not stated)	-1%	-4%	-8%	-20%	-20%	1%	-14%	-0.4%	4	0%	-3%
CN(CC(=O)Nc1ccccc1Cl)C(=O)COC(=O)CSc1ccc(F)cc1	-10%	9%	2%	3%	3%	8%	1%	-0.3%	-4	1%	1%
CCOC(=O)N1CCN(C(=O)COC(=O)C2CCN(S(=O)(=O)c3c(C)c(C)cc(C)c3C)CC2)CC1	-4%	6%	9%	0%	-19%	4%	4%	-0.4%	-5	-1%	0%
NS(=O)(=O)c1ccc(CCNC(=O)c2ccc([N+](=O)[O-])cc2[N+](=O)[O-])cc1	0%	-1%	1%	-4%	6%	-7%	-8%	-0.1%	6	0%	0%
CCOc1cc(/C=C2\C(=O)ON=C2c2ccccc2)ccc1OC	-2%	11%	9%	-20%	-12%	?	-10%	0.4%	-6	3%	2%
